# MBNL1-CUG inh: qHTS Assay for Inhibitors of MBNL1-poly(CUG) RNA binding. Potency, µM (series often up to 57.5 µM), for inactives: top-dose activity change, negative = inhibition, hits mostly inhibitors. 280,000 compounds, 0.036% hits. Muscleblind-like protein 1 (Homo sapiens), Q9NR56. TR-FRET MBNL1-His/biotin-(CUG)12 binding, 665/545 ratio. AID 2675, 2010; active means well fitted inhibition curve with a large enough effect in the signal ratio, with a control signal flat, not every such curve was filed as active; inconclusive means small, poorly fitted or top-dose-only effect, or effect the other way, or a change in a side signal; inactive means no such curve, though single readings can be large or run the other way; the % refers to the signal ratio; further: potency means the concentration at half of the fitted maximal effect; on the % scale 0 is the no-effect control and ±100 the full control effect
# Target sequence (Q9NR56 whole entry, looked up): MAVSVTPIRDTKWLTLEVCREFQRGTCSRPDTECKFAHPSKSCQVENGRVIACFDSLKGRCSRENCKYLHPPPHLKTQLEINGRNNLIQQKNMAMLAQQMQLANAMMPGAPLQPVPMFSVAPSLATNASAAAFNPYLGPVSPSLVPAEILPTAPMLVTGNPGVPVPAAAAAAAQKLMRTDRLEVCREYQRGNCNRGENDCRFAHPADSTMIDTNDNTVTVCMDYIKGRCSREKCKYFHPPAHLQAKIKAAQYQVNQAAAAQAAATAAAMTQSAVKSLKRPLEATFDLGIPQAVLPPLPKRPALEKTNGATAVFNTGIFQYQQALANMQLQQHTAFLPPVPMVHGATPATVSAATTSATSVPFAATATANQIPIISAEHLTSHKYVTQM
#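 His-tagged MBNL1 binding to biotinylated (CUG)12 RNA was measured by TR-FRET using terbium anti-His antibody (0.055 ng/ul final) and streptavidin-XL665 (5 nM final). Compounds were titrated 92 nM to 58 uM; 60 min at room temperature.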
# TSG101-PTAP inh: qHTS Assay for Iinhibitors of HIV-1 Budding by Blocking the Interaction of PTAP/TSG101. 340,000 tested, under 10 active. Fluorescence polarization, FITC-PTAP peptide / Tsg101 binding. Potency, µM (highest dose often 115 µM), without a hit: top-dose activity change, negative = inhibition, actives largely listed as inhibitors. AID 493005, 2010. Tumor susceptibility gene 101 protein (Homo sapiens), Q99816; active means well fitted inhibition curve with a large enough effect in the main read-out, with a control signal flat, not every such curve was filed as active; inconclusive means small, poorly fitted or top-dose-only effect, or effect the other way, or a change in a side signal; inactive means no such curve, though single readings can be large or run the other way; further: potency means the concentration at half of the fitted maximal effect; % of control where 0% means no effect
#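 FP read-out: FITC-PTAP peptide, 50 nM final, binding Tsg101 binding domain, 10 uM final; 20 min, r.t.; 10 mM HEPES pH 7.5, 0.15 M NaCl, 0.01% Tween 20, 3 mM EDTA, 0.1 mM TCEP.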
# ASM inhibitor: Inhibitors of Secretory Acid Sphingomyelinase (S-ASM): qHTS; Sphingomyelin phosphodiesterase (Homo sapiens), P17405; placental ASM, HMU-PC fluorogenic substrate, 60 min; Potency, µM (doses to about 57.5 µM), for the others: at the highest dose activity change, negative = inhibition, actives largely listed as inhibitors; 340,000 compounds, 0.006% hits; AID 504937, 2011; further: potency means the concentration at half of the fitted maximal effect
# Target sequence (P17405 47-631 limits assumed): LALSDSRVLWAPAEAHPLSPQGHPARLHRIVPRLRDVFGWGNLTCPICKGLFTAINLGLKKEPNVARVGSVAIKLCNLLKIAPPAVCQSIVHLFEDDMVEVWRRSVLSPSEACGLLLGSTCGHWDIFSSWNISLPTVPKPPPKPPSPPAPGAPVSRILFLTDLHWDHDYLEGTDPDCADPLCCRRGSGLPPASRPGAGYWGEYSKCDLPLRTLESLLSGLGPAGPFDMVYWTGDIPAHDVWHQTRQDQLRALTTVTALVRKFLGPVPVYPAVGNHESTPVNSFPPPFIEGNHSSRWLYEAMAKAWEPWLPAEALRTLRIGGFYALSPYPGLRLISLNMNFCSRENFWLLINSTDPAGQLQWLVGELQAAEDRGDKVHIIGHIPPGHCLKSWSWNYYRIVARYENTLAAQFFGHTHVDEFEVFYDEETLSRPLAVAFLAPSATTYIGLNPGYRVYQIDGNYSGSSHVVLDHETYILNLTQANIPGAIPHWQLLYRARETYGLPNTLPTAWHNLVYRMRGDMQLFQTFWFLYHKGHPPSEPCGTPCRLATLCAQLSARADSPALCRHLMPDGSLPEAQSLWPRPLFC
#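 qHTS format. ASM enzyme prepared from human placenta hydrolyses the fluorogenic substrate HMU-PC0 (9 uM final) over 60 min at 37 °C after a 10 min compound preincubation.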
# Mito fusion act: qHTS Assay for Small Molecule Inhibitors of Mitochondrial Division or Activators of Mitochondrial Fusion. S. cerevisiae fusion-defective mutant growth rescue, CellTiterGlo 48 h. 320,000 compounds, 0.23% hits. Potency, µM (doses to about 46.1 µM), inactives show at the top dose growth rescue (activation), most hits filed as activators;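 further: potency means the concentration at half of the fitted maximal effect; % of control where 0% means no effect; nearly all actives have a fitted effect of over 45% in size; temperature-sensitive fusion mutants such as fzo1-1 at 37 °C on non-fermentable ethanol glycerol medium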
#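 Compounds are tested for their ability to restore growth of mitochondrial fusion-defective yeast strains at non-permissive 37C in YPEG medium over 48 hours. Viability is quantified by luciferase luminescence.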
# a7 integrin act: qHTS for Activators of Integrin-Mediated Alleviation for Muscular Dystrophy | alpha7betagal myoblasts, beta-gal FDG fluorescence, 48 h | Potency, µM (highest dose often 38.3 µM), for inactives: at the top dose activation, most hits filed as activators | 350,000 compounds, 0.064% hits;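 further: potency means the concentration at half of the fitted maximal effect; 100% = response of the positive control SU9516; nearly all actives have a fitted effect of over 60% in size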
#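 alpha7betagal+/- myoblasts (passage 13, 250/well) treated 48 h at 37C with compounds at 1:260 dilution of DMSO stock. Lysed, then beta-galactosidase activity read as FDG fluorescence (ex 480/em 540) after 30 min, with pre-read for autofluorescence.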
# Menin MLL FP TR: qHTS Assay for Inhibitors Targeting the Menin-MLL Interaction in MLL Related Leukemias: Competition With Texas Red Labeled MLL-derived Mutant Peptide | Menin + Texas Red MLL mutant peptide, fluorescence polarization | O00255 | 270,000 compounds, 0.23% hits | Potency, µM (highest dose often 61.6 µM), for inactives: at the highest dose FP activity change, negative = inhibition, most hits filed as inhibitors; active means well fitted inhibition curve with a large enough effect in the polarisation, with a control signal flat, not every such curve was filed as active; inconclusive means small, poorly fitted or top-dose-only effect, or effect the other way, or a change in a side signal; inactive means no such curve, though single readings can be large or run the other way; the % refers to the polarisation; further: potency means the concentration at half of the fitted maximal effect; % of control where 0% means no effect; many of its hits are not listed in these tables
# A-T KAP1 phos: qHTS Assay for Identifying a Potential Treatment of Ataxia-Telangiectasia. […] A-T fibroblasts, KAP-1 phosphorylation AlphaLISA; neocarzinostatin DNA damage 30 min before lysis. Potency, µM (highest dose often 57.5 µM), inactives show at the highest dose activation, actives largely listed as activators. 320,000 compounds, 0.19% hits; further: potency means the concentration at half of the fitted maximal effect; % of control where 0% means no effect; nearly all actives have a fitted effect of over 45% in size
#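 hTERT-immortalized A-T patient fibroblasts ([…]), 500 cells/well in OPTI-MEM, 1% FBS, got compounds for 60 min, then NCS for 30 min at 37C. Lysates were then assayed for phospho-KAP-1 by AlphaLISA (anti-pKAP1 donor, anti-KAP1 acceptor beads), 6 hr at 25C.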
# CXXC DNA block: qHTS Fluorescence Polarization Assay for Inhibitors of MLL CXXC domain - DNA interaction | 290,000 compounds, 0.037% hits | Histone-lysine N-methyltransferase 2A (Homo sapiens), Q03164 | Potency, µM (highest dose often 115 µM), for inactives: at the top dose activity change, negative = inhibition, usual class: inhibitors | MLL-CXXC / FITC-HOXA9 DNA fluorescence polarization | AID 2662, 2010; active means well fitted inhibition curve with a large enough effect in the polarisation, with a control signal flat, not every such curve was filed as active; inconclusive means small, poorly fitted or top-dose-only effect, or effect the other way, or a change in a side signal; inactive means no such curve, though single readings can be large or run the other way; the % refers to the polarisation; further: potency means the concentration at half of the fitted maximal effect
#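 Steps: dispense CXXC domain solution (7 uM) → pin compounds or unlabeled HOX-A9 DNA control → 5 min ambient → add FLSN-HOX-A9 solution (50 nM) → spin → 30 min ambient → fluorescence polarization. Tris pH 7.5/NaCl/DTT/BSA buffer.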
# TCR act: Activators of T cell receptors: qHTS campaign. 330,000 tested, under 10 active. primary human leukocytes, anti-CD3, IL-2 HTRF, 48 h. Potency, µM (highest dose often 9.22 µM), without a hit: at the top dose activation of IL-2 secretion, most hits filed as activators; further: % of control where 0% means no effect
#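 Activity was scored as IL-2 release from primary human leukocytes given only a TCR signal (a-CD3 beads) plus compound for 48 hr. Detection used a two-antibody HTRF format read at 665nm.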
# TSHR antag: Antagonists of the Thyroid Stimulating Hormone Receptor: HTS campaign | TSHR-expressing cells, TSH-stimulated cAMP HTRF, 2 h; active compounds read low | activity change, negative = inhibition, % at 11.5 µM | 330,000 compounds, 0.2% hits;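 active means activity change below a set negative limit, meaning inhibition stronger than a set level, cut at about -70% in these data; inconclusive means activity change between two set negative limits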; further: on the % scale 0 is the no-effect control and ±100 the full control effect
#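 TSHR-expressing cells were treated with compounds, then stimulated with TSH at EC80 (4nM final) for 2 hours at 37 deg C. Cellular cAMP was measured by HTRF competition between lysate cAMP and cAMP-d2 for a cryptate-labelled anti-cAMP antibody.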
# The depositor's hits bear a star; u = inconclusive; x = no result given; & = joins results of further samples; [ ] = another dose, or the depositor's remark. Unless noted, the call rests on the fitted dose curve; in most records, active means well fitted curve in the direction sought with a large enough effect; inconclusive means small, poorly fitted or top-dose-only effect, or another doubt; inactive means no such curve, though single readings can be large; an effect the other way counts as inactive or inconclusive. The list is partial; the hit share may differ from the screen's.
SMILES,MBNL1-CUG inh,TSG101-PTAP inh,ASM inhibitor,Mito fusion act,a7 integrin act,Menin MLL FP TR,A-T KAP1 phos,CXXC DNA block,TCR act,TSHR antag
Cc1c(C)n(CCCN(C)C)c2ncnc(Nc3ccccc3)c12,-9%,-4%,3%,0%,-40%,0%,-2%,1%,-3%,-6
COc1c(Cl)cccc1-c1cn2ccccc2n1,2%,-3%,-1%,-9%,28%,x,14%,-8%,3%,-6
Cc1ccc(S(=O)(=O)NCC(=O)NCc2ccncc2)cc1,-3%,-3%,-1%,2%,4%,-1%,-1%,-4%,1%[46.1 µM],12
CCc1cccc(C)c1NC(=O)CSc1nc(-c2ccccc2F)nc2nc[nH]c12,u,-4%,10%,5%,-22%,-19%,9%,10%,15%[46.1 µM],13
COc1ccc(CCNC(=O)Cn2cccc2C(=O)c2ccccc2)c(OC)c1,0%,-3%,-2%,-9%,-8%,-4%,1%,9%,1%,-3
CCN(CC)CCCNC(=O)c1ccc(C)c(NC(=O)C2=C(C)OCCS2)c1,-4%,1%,-1%,-4%,0%,10%,-5%,-4%,6%,2
NC(=O)C1(c2ccccc2)CCC(=O)N1c1ccccc1 (centres undefined),x,0%,-2%,-1%,3%,x,3%,0%,-1%,2
COc1ccc(/C=N/NC(=O)C2C(C=C(Cl)Cl)C2(C)C)c(OC)c1 (centres undefined),-3%,4%,-7%,2%,28%,14%,2%,u,0%,-6
CC1CCN(S(=O)(=O)c2ccc(NC(=O)N3c4ccccc4Sc4ccccc43)cc2)CC1,-1%,-14%,-3%,8%,36%,0%,-15%,16%,0%,-7
COc1ccccc1NS(=O)(=O)c1cccc(C(=O)NNC(=O)C(C)NC(=O)c2ccco2)c1 (centres undefined),x,-5%,4%,x,0%,x,3%,x,-6%,x
CC(=O)OC[C@H]1O[C@H](CCO/N=C(\C)CCN2CCCc3nc(C)c(C)cc32)C=C[C@@H]1OC(C)=O,17%,x,x,0%,x,-26%,-8%,-7%,x,2
O=C(CCCn1c(=O)[nH]c2ccsc2c1=O)N1CCCCC1,2%,43%[activator],5%,0%,13%,5%,-4%,1%,0%,5
CCOc1ccccc1C(=O)NCC(=O)OCC(=O)c1c(N)n(C)c(=O)n(C)c1=O,x,-1%,0%,x,36%,x,3%,x,x,-3
CC(C)(C)NC(=O)C(c1ccc(OCC(N)=O)cc1)N(C(=O)c1cccnc1)C1CC1 (centres undefined),6%,-2%,4%,1%,10%,-4%,-1%,-12%,2%,-2
Cc1c(NC(=O)c2coc(=O)c(Br)c2)c(=O)n(-c2ccccc2)n1C,18%,-2%,91%[activator],-9%,-2%,-7%,x,8%,5%,x
COCCn1c(SCC(=O)Nc2ccc3c(c2)CCC3)nc2ccccc2c1=O,-15%,1%,-7%,-2%,18%,5%,-2%,6%,8%[46.1 µM],6
CCOc1ccc(N2CC(C(=O)NC3CCCC3)CC2=O)cc1 (centres undefined),1%,-1%,2%,-4%,18%,-1%,8%,3%,-9%,-11
CCCNC(=S)N1CCC(NC(=O)C23CC4CC(CC(C4)C2)C3)CC1,-11%,0%,-1%,-1%,29%,3%,-1%,-1%,-2%[46.1 µM],-3
Cn1cc(C(=O)c2ccc(Cl)cc2Cl)cc1C(=O)N/N=C(\N)COc1ccccc1,-5%,-6%,-2%,1%,-21%,13%,-7%,18%,0%,-6
CCOC(=O)CN1C(=O)N[C@@H](c2ccc(Br)cc2)C(C(C)=O)=C1C,57%[activator],x,x,0%,x,-3%&-1%,9%,1%,x,3
Cc1ccc(-n2[nH]c(C)c(/C=N/N3C(=O)c4cccc5cccc(c45)C3=O)c2=O)cc1,u,-1%,-5%,-5%,-17%,u,0%,0%,1%,15
O=C(O)CCC(=O)Nc1cc(C(F)(F)F)cc(C(F)(F)F)c1,-27%,-2%,5%,1%,-22%,x,-4%,5%,11%,2
CCN(CC)CCNc1ccnc2cc(Cl)ccc12,u,-8%,2%,-5%,-27%[7.66 µM],-13%,-7%,-3%,3%,5
CCn1c(CSCc2ccc(C)cc2)nnc1SCC(=O)N1CCN(c2ccccc2)CC1,4%,-4%,-1%,4%,-13%,-18%,-2%,-5%,0%,-8
COc1ccc(Cn2nnnc2CN2CCC(c3nc4ccccc4s3)CC2)cc1,-3%,-6%,u,-4%,-27%,4%,2%,4%,-6%,-11
O=C1NC(C(F)(F)F)(C(F)(F)F)N=C2SC=CN12,0%,-4%,9%,-2%,12%,x,-3%,-2%,2%,1
O=C(Nc1cc(C(F)(F)F)ccc1N1CCCC1)C1=COCCO1,x,2%,-2%,8%,-1%,x,5%,x,x,-12
COC(=O)c1ccc(-c2nc(-c3cccs3)no2)cc1,4%,3%,1%,-5%,-1%,13%[11.7 µM],u,-1%,15%,-17
COc1ccc(CCNC(=O)COC(=O)c2cc(OC)c(OC)cc2OC)cc1,-2%,4%,3%,-9%,-16%,-29%,6%,6%,-2%,7
COCc1cc(C)nc2sc(C(=O)OC)c(N)c12,3%,0%,120%[activator],-4%,7%,-27%,15%,1%,x,2
O=C(CN1C(=O)c2ccc([N+](=O)[O-])cc2C1=O)NCc1ccc(C(=O)O)cc1,u,0%,-1%,4%,19%,21%,2%,-3%,-1%,3
Cc1cccc(N2CCN(C(=O)NC3CCCCC3)CC2)c1C,-2%,-13%,0%,-3%,-34%,-10%,-3%,18%,6%,9
COc1ccc(NC(=O)c2ccc(-n3cnnn3)cc2)c([N+](=O)[O-])c1,u,1%,-1%,-4%,-7%,13%,16%,10%,2%,6
CC(=O)/C(N=Nc1cc(C)ccc1O)=C(\C)O,-2%,5%,-2%,-6%,-5%,u,9%,26%,-1%,4
CCn1c(C(C)NC(=O)c2ccc(Cl)cc2)n[nH]c1=S (centres undefined),5%,0%,-1%,-24%,6%,8%,0%,1%,9%,-2
COc1ccc(CNC(=O)C2CCCN(c3nccc(C)n3)C2)cc1 (centres undefined),u,-5%,0%,4%,-5%,12%,x,-4%,2%[46.1 µM],3
CC(=O)Nc1ccc(C(=O)OCC(=O)NCc2ccc(Cl)cc2)cc1,-7%,x,x,2%,x,5%,1%,28%,x,-1
CCn1c(SCC(=O)N2CCN(c3ccccc3)CC2)nc2c([nH]c3ccccc32)c1=O,3%,-2%,-2%,4%,-1%,x,1%,1%,-2%,9
COc1cccc(CN2CCC(n3nccc3NC(=O)CCOc3ccccc3)CC2)c1O,x,-1%,4%,x,-11%,x,x,x,3%,x
O=C(CSc1nnc(CCCN2C(=O)c3cccc4cccc(c34)C2=O)n1-c1ccccc1)N1CCN(CCO)CC1,u,-2%,0%,-3%,-4%,-1%,-3%,-1%,-3%[46.1 µM],10
Cc1cc2ncn(C(=O)c3ccc4c(c3)OCO4)c2cc1C,4%,-5%,0%,-4%,6%,-6%,7%,89%[activator],-2%,7
O=C(COC(=O)c1ccc(Cl)nc1)NCCC1=CCCCC1,-2%,1%,3%,-1%,-5%,-14%,2%,11%,-2%,10
CCC(C(=O)OCCN(CC)CC)c1ccccc1 (centres undefined),u,0%,-5%,-2%,x,0%&2%,1%,5%,3%,-7
O=C(CNC(=O)c1ccc(Oc2ccccc2)cc1)OCc1ccc(Br)cc1,-5%,-3%,-3%,-7%,11%,1%,9%,8%,-2%[46.1 µM],-3
O=C(Cc1ccc(Cl)cc1Cl)NCC1(N2CCOCC2)CCCCC1,-4%,-1%,3%,1%,16%,-9%,-8%,2%,6%,-14
COc1ccccc1NC(=O)c1ccc(Br)c(S(=O)(=O)N2CCCC2)c1,-4%,0%,x,4%,-34%,x,28%,44%[activator],-4%,7
O=C(N[C@@H](Cc1c[nH]c2ccccc12)C(=O)O)c1ccccc1Cl,-1%,0%,2%,-5%,-23%,1%,-5%,9%,-14%,-8
